Source: PubChem BioAssay
GRK2 aptamer HTS: inhibitors of human GRK2 displacing RNA aptamer. hit rate 0.59% among 330,000. AID 488847. P25098. inhibition of aptamer binding, % at 10 µM. bead flow cytometry, FAM-aptamer displacement from GRK2;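 active = inhibition of aptamer binding above 40%, roughly 3 SD of noise, on plates passing a quality check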;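 also: median bead fluorescence of bound FAM aptamer so fluorescent compounds give negative values; no value below 0 was filed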
GLD-1 TGE inh: GLD-1-TGE RNA interaction inhibition (C. elegans); Q17339; purified GLD-1 + fluorescein TGE RNA, fluorescence polarization; inhibition, % at 5.96 µM; hit rate 0.44% among 320,000; AID 2280;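 active = percent inhibition above a per-plate cutoff, the plate mean of test compounds plus 3 SD, cut at about 30% in these data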;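 also: 0% = DMSO wells with GLD-1 and probe and 100% = wells lacking GLD-1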
MEX-5 binding: C. elegans MEX-5 TCR-2 RNA binding activity; Q9XUB2; MEX-5/FITC-TCR2 RNA binding, fluorescence polarization; stronger effect = lower value; activity score (negative = inhibition of binding), % at 10 µM; hit rate 0.38% among 300,000; AID 1832;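 active = inhibition past about -25% in most replicates, and total fluorescence under double the plate's negative control median, limit read from the data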;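 also: 0% = DMSO and -100% = 5 µM competing unlabeled TCR2 RNA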
Target sequence (Q9XUB2 whole entry, looked up): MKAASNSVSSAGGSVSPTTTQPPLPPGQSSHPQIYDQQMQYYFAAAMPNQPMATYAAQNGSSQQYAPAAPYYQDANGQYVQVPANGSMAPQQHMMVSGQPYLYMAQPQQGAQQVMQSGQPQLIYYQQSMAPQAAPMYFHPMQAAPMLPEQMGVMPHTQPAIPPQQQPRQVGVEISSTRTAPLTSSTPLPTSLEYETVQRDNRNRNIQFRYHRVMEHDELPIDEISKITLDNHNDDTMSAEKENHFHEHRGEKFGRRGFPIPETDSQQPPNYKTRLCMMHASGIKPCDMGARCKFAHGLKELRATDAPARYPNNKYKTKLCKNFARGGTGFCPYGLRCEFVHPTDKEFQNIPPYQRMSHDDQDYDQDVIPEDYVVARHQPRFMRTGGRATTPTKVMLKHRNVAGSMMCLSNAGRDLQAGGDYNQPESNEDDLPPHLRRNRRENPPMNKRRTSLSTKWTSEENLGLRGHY
MCL1-BIM inh: inhibitors of human MCL1 binding to BIM-BH3 peptide. inhibition, % at 10.9 µM. hit rate 0.68% among 320,000. GST-MCL1 / FITC-Bim-BH3 fluorescence polarization;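 active = inhibition above the mean inhibition of all tested compounds plus 3 SD, set per campaign, cut at about 40% in these data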;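 also: 0% = DMSO wells and 100% = unlabeled Bim-BH3 peptide control; higher means more loss of mP so more displacement of Bim peptide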
Target sequence (Q07820 whole entry, looked up): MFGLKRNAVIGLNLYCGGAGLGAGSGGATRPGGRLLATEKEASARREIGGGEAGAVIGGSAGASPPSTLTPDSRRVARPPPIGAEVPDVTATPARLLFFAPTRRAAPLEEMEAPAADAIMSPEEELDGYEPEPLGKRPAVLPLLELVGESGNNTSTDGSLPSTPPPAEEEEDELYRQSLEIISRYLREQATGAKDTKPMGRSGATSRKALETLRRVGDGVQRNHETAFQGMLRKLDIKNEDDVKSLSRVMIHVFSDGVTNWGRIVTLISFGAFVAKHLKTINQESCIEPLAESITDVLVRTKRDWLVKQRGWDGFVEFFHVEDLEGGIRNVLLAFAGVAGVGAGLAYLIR
CIT2 TOR yeast: modulators of TOR pathway CIT2-GFP in S. cerevisiae; AID 2029; hit rate 0.065% among 320,000; S. cerevisiae CIT2-GFP strain, flow cytometry, 3 h; 100 means same as DMSO wells; GFP response vs DMSO, % at 10 µM;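 active = GFP response relative to DMSO above a set limit, near the screen mean plus 3 SD, cut at about 150% in these data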;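 also: ratio of well median GFP fluorescence to mean of DMSO wells on the plate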
AGP1 TOR yeast: modulators of TOR pathway AGP1-GFP in S. cerevisiae. S. cerevisiae AGP1-GFP multiplex flow cytometry, 3 h; GFP as percent of DMSO wells. GFP response vs DMSO, % at 10 µM. hit rate 0.02% among 320,000. AID 2066;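 active = GFP response relative to DMSO above a set limit, near screen average plus 3 SD, cut at about 150% in these data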;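 also: median GFP channel fluorescence of the gated AGP1 strain per well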
BCLXL inh: inhibitors of human Bcl-xL; GST-Bcl-xL / FITC-Bim BH3 peptide fluorescence polarization; Q07817; hit rate 0.7% among 320,000; inhibition, % at 10.9 µM; AID 2129;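 active = inhibition above the mean of all tested compounds plus 3 SD, cutoff set per campaign, cut at about 30% in these data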;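 also: 0% = DMSO wells and 100% = unlabeled Bim-BH3 peptide competitor; inhibitors lower millipolarization by displacing the labeled peptide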
Target sequence (Q07817 whole entry, looked up): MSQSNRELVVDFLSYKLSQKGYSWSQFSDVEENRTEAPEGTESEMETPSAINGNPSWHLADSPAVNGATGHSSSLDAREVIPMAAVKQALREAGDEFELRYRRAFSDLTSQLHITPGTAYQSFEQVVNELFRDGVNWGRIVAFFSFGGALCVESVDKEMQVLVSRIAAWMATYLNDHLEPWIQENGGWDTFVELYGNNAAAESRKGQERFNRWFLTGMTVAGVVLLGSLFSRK
CR mimetic SO: lowers age-related superoxide in aged yeast cells; S. cerevisiae aged cells, superoxide DHE fluorescence; stronger effect = lower value; superoxide response (% of plate mean), % at 10 µM; hit rate 0.18% among 330,000; AID 2690;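 active = superoxide response under a set limit, about three screen SD below normal, cut at about 65% in these data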;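 also: yeast aged for seven days with compound at 30 °C before DHE staining; 100% = average MFI of all compound-treated wells on the plate with controls excluded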
VLA-4 inh: inhibition in a human VLA-4 binding assay; hit rate 0.2% among 330,000; VLA-4 expressing cells, ligand binding flow cytometry; P13612; inhibition, % (about 7 µM as worked out from the volumes in the protocol); in the data active = inhibition above about 50%
An asterisk follows results filed as active; [ ] = another dose, or the depositor's remark.

What do the screens show for `O=C(Cn1c(=O)oc2cc(S(=O)(=O)N3CCCCC3)ccc21)N1CCc2ccccc2C1`?
GRK2 aptamer HTS: 0; GLD-1 TGE inh: 1; MEX-5 binding: 1.9; MCL1-BIM inh: 6; CIT2 TOR yeast: 102; AGP1 TOR yeast: 104; BCLXL inh: 3; CR mimetic SO: 95; VLA-4 inh: -5

How did O=C(CSc1nc2ccsc2c(=O)n1-c1ccccc1)N1CCCC1 do in these assays?
GRK2 aptamer HTS: 0; GLD-1 TGE inh: 6; MEX-5 binding: -0.1; MCL1-BIM inh: 7; CIT2 TOR yeast: 101; AGP1 TOR yeast: 103; BCLXL inh: 5; CR mimetic SO: 126; VLA-4 inh: 16

What do the screens show for `Cc1cc(NC(=O)c2cc(-c3ccncc3)nc3ccccc23)ccc1Br`?
GRK2 aptamer HTS: 4; GLD-1 TGE inh: 6; CIT2 TOR yeast: 108; AGP1 TOR yeast: 93; CR mimetic SO: 147; VLA-4 inh: 13

Results for COc1ccccc1C/C(N)=N/OC(=O)c1ccc(C)c([N+](=O)[O-])c1 ?
GRK2 aptamer HTS: 0; GLD-1 TGE inh: 0; MEX-5 binding: 1.7; MCL1-BIM inh: 0; CIT2 TOR yeast: 112; AGP1 TOR yeast: 64; BCLXL inh: 0; CR mimetic SO: 98

What do the screens show for `O=C(CC1C(=O)NCCN1Cc1ccc(-c2ccccc2)cc1)NCCCn1ccnc1` (centres undefined)?
GRK2 aptamer HTS: 0; GLD-1 TGE inh: 7; MEX-5 binding: 2.2; MCL1-BIM inh: 7; CIT2 TOR yeast: 105; AGP1 TOR yeast: 42; BCLXL inh: 5; CR mimetic SO: 110; VLA-4 inh: -5

How did Cc1cccc(-c2noc(CCC(=O)NC3CCCC3)n2)c1 do in these assays?
GRK2 aptamer HTS: 1; GLD-1 TGE inh: 4; MEX-5 binding: -1.3; MCL1-BIM inh: -5; CIT2 TOR yeast: 103; AGP1 TOR yeast: 97; BCLXL inh: 3; CR mimetic SO: 95; VLA-4 inh: 6

Results for O=C(c1cc(S(=O)(=O)N2CCOCC2)ccc1Cl)N1CCCCC1CO (centres undefined) ?
GRK2 aptamer HTS: 6; GLD-1 TGE inh: 7; CIT2 TOR yeast: 112; AGP1 TOR yeast: 105; CR mimetic SO: 103; VLA-4 inh: 3

What do the screens show for `O=C(CSc1nnc(COc2ccccc2F)n1-c1ccccc1)NC1CCS(=O)(=O)C1` (centres undefined)?
GRK2 aptamer HTS: 5; GLD-1 TGE inh: -9; MEX-5 binding: 1.7; MCL1-BIM inh: -12; CIT2 TOR yeast: 106; AGP1 TOR yeast: 109; BCLXL inh: -6; CR mimetic SO: 105; VLA-4 inh: 2

How did CCN(c1ccccc1)c1nc2ccsc2c(=O)s1 do in these assays?
GRK2 aptamer HTS: 0; GLD-1 TGE inh: 4; MEX-5 binding: -0.3; MCL1-BIM inh: 6; CIT2 TOR yeast: 104; AGP1 TOR yeast: 102; BCLXL inh: 4; CR mimetic SO: 90; VLA-4 inh: -9

How did COCCCN1CC(=O)N2C(c3cccc(C)c3)c3[nH]c4ccccc4c3C[C@H]2C1=O (some centres undefined) do in these assays?
GRK2 aptamer HTS: 0; GLD-1 TGE inh: 0; MEX-5 binding: 2.8; MCL1-BIM inh: 7; CIT2 TOR yeast: 105; AGP1 TOR yeast: 99; BCLXL inh: 5; CR mimetic SO: 99; VLA-4 inh: 10

How did COc1ccc(NC(=O)CC2C(=O)NCCN2C(=O)c2ccc(N(C)C)cc2)cc1 (centres undefined) do in these assays?
GRK2 aptamer HTS: 0; GLD-1 TGE inh: 2; MEX-5 binding: -0.7; MCL1-BIM inh: 3; CIT2 TOR yeast: 98; AGP1 TOR yeast: 98; BCLXL inh: 3; CR mimetic SO: 102; VLA-4 inh: 12

Results for O=C(Nc1ccc(Oc2nnc(-c3ccccc3)c3ccccc23)cc1)c1ccccc1 ?
GRK2 aptamer HTS: 0; GLD-1 TGE inh: 1; MEX-5 binding: 2.4; MCL1-BIM inh: -3; CIT2 TOR yeast: 100; AGP1 TOR yeast: 98; BCLXL inh: 0; CR mimetic SO: 98; VLA-4 inh: 12

Results for CC(O)/C=C/C1OC(=O)CC1Nc1ccc(C=O)cc1 (centres undefined) ?
GRK2 aptamer HTS: 0; GLD-1 TGE inh: 6; MEX-5 binding: -0.3; MCL1-BIM inh: 2; CIT2 TOR yeast: 97; AGP1 TOR yeast: 100; BCLXL inh: 0; CR mimetic SO: 78; VLA-4 inh: -3

How did CN(C)CCCOC(=O)COc1ccc(C(C)(C)C)cc1 do in these assays?
GRK2 aptamer HTS: 1; GLD-1 TGE inh: 2; MEX-5 binding: 1.8; MCL1-BIM inh: 2; CIT2 TOR yeast: 107; AGP1 TOR yeast: 108; BCLXL inh: 6; CR mimetic SO: 85; VLA-4 inh: -9

Results for CN(C)CCN(Cc1cc2cc3c(cc2[nH]c1=O)OCO3)C(=S)NCc1ccco1 ?
GRK2 aptamer HTS: 3; GLD-1 TGE inh: 1; MEX-5 binding: 1.9; MCL1-BIM inh: 11; CIT2 TOR yeast: 100; AGP1 TOR yeast: 105; BCLXL inh: 7; CR mimetic SO: 98; VLA-4 inh: 8

For reference, part of the list above:
How did COc1ccc(NC(=O)CC2C(=O)NCCN2C(=O)c2ccc(N(C)C)cc2)cc1 (centres undefined) do in these assays?
GRK2 aptamer HTS: 0; GLD-1 TGE inh: 2; MEX-5 binding: -0.7; MCL1-BIM inh: 3; CIT2 TOR yeast: 98; AGP1 TOR yeast: 98; BCLXL inh: 3; CR mimetic SO: 102; VLA-4 inh: 12

Results for O=C(Nc1ccc(Oc2nnc(-c3ccccc3)c3ccccc23)cc1)c1ccccc1 ?
GRK2 aptamer HTS: 0; GLD-1 TGE inh: 1; MEX-5 binding: 2.4; MCL1-BIM inh: -3; CIT2 TOR yeast: 100; AGP1 TOR yeast: 98; BCLXL inh: 0; CR mimetic SO: 98; VLA-4 inh: 12

Results for CC(O)/C=C/C1OC(=O)CC1Nc1ccc(C=O)cc1 (centres undefined) ?
GRK2 aptamer HTS: 0; GLD-1 TGE inh: 6; MEX-5 binding: -0.3; MCL1-BIM inh: 2; CIT2 TOR yeast: 97; AGP1 TOR yeast: 100; BCLXL inh: 0; CR mimetic SO: 78; VLA-4 inh: -3

New compounds follow:
How did CC(C)C(NC(=O)c1ccc(C(C)(C)C)cc1)C(=O)Nc1cccc(S(N)(=O)=O)c1 (centres undefined) do in these assays?
GRK2 aptamer HTS: 0; GLD-1 TGE inh: 0; MEX-5 binding: 1.2; MCL1-BIM inh: -4; CIT2 TOR yeast: 101; AGP1 TOR yeast: 100; BCLXL inh: 2; CR mimetic SO: 107; VLA-4 inh: 2

Results for CC(C)(C)OC(=O)N1CCC(C(=O)N2CCC[C@H]2C(=O)O)CC1 ?
GRK2 aptamer HTS: 0; GLD-1 TGE inh: 8; MEX-5 binding: -2.3; MCL1-BIM inh: -1; CIT2 TOR yeast: 107; AGP1 TOR yeast: 105; BCLXL inh: 3; CR mimetic SO: 101; VLA-4 inh: -62

How did FC(F)(F)c1nnc(-c2ccccc2)nc1N1CCCC1 do in these assays?
GRK2 aptamer HTS: 0; GLD-1 TGE inh: 2; MEX-5 binding: 0.3; MCL1-BIM inh: 1; CIT2 TOR yeast: 97; AGP1 TOR yeast: 92; BCLXL inh: 4; CR mimetic SO: 89; VLA-4 inh: 14

Results for O=C(NC(=S)NCCOCc1ccc(Cl)cc1)c1cccnc1 ?
GRK2 aptamer HTS: 2; GLD-1 TGE inh: 5; MEX-5 binding: 0.2; MCL1-BIM inh: 14; CIT2 TOR yeast: 86; AGP1 TOR yeast: 90; BCLXL inh: 7; CR mimetic SO: 94; VLA-4 inh: 16

How did COc1ccc(CCNC(=O)Nc2cccc([N+](=O)[O-])c2)cc1OC do in these assays?
GRK2 aptamer HTS: 7; GLD-1 TGE inh: 3; MEX-5 binding: -0.8; MCL1-BIM inh: 2; CIT2 TOR yeast: 88; AGP1 TOR yeast: 106; BCLXL inh: 4; CR mimetic SO: 100; VLA-4 inh: 2

What do the screens show for `O=C(Cn1cnc2scc(-c3ccc(Cl)cc3)c2c1=O)N1CCOCC1`?
GRK2 aptamer HTS: 26; GLD-1 TGE inh: -5; MEX-5 binding: -1.0; MCL1-BIM inh: 0; CIT2 TOR yeast: 85; AGP1 TOR yeast: 85; BCLXL inh: -5; CR mimetic SO: 74; VLA-4 inh: 1

What do the screens show for `O=C(OCc1ccccc1)/C(=C/c1cccc(Br)c1)NC(=O)c1ccco1`?
GRK2 aptamer HTS: 0; GLD-1 TGE inh: 1; MEX-5 binding: -0.3; MCL1-BIM inh: 7; CIT2 TOR yeast: 101; AGP1 TOR yeast: 102; BCLXL inh: -1; CR mimetic SO: 95; VLA-4 inh: 22

Results for N#Cc1ccc(C(=O)NC(=S)N2CCOCC2)cc1 ?
GRK2 aptamer HTS: 2; GLD-1 TGE inh: 2; CIT2 TOR yeast: 123; AGP1 TOR yeast: 103; CR mimetic SO: 76; VLA-4 inh: -7

How did CC(C)N(C(=O)CSc1nc2ccccc2c(=O)[nH]1)C(C)C do in these assays?
GRK2 aptamer HTS: 4; GLD-1 TGE inh: 3; MEX-5 binding: -0.4; MCL1-BIM inh: 0; CIT2 TOR yeast: 105; AGP1 TOR yeast: 107; BCLXL inh: 3; CR mimetic SO: 93; VLA-4 inh: 5

Results for Cc1nnc(SCC(=O)Nc2sc3c(c2C(N)=O)CCC(C)C3)[nH]c1=O (centres undefined) ?
GRK2 aptamer HTS: 1; GLD-1 TGE inh: 7; MCL1-BIM inh: 11; CIT2 TOR yeast: 98; AGP1 TOR yeast: 101; BCLXL inh: 6; CR mimetic SO: 95; VLA-4 inh: -11

Results for CCCS(=O)(=O)N1CCCC(C(=O)NC2CCCC(C)C2C)C1 (centres undefined) ?
GRK2 aptamer HTS: 3; GLD-1 TGE inh: -2; MEX-5 binding: 0.6; MCL1-BIM inh: -1; CIT2 TOR yeast: 97; AGP1 TOR yeast: 97; BCLXL inh: 0; CR mimetic SO: 95; VLA-4 inh: 4

How did CC1(C)C2CCC1(CS(=O)(=O)Nc1ccc(S(=O)(=O)N3CCCCC3)cc1)C(=O)C2 (centres undefined) do in these assays?
GRK2 aptamer HTS: 2; GLD-1 TGE inh: 6; MEX-5 binding: 2.1; MCL1-BIM inh: -6; CIT2 TOR yeast: 95; AGP1 TOR yeast: 95; BCLXL inh: -1; CR mimetic SO: 73; VLA-4 inh: 4

How did CC1(C)CC(NC(=O)COc2ccc(Cl)cc2Cl)CC(C)(C)N1 do in these assays?
GRK2 aptamer HTS: 2; GLD-1 TGE inh: -2; MEX-5 binding: -1.6; MCL1-BIM inh: -2; CIT2 TOR yeast: 82; AGP1 TOR yeast: 67; BCLXL inh: 0; CR mimetic SO: 91; VLA-4 inh: -176

Results for CC(C)CN(C(=O)C1CSC2(C)CCC(=O)N12)c1c(N)n(Cc2ccccc2)c(=O)[nH]c1=O (centres undefined) ?
GRK2 aptamer HTS: 1; GLD-1 TGE inh: -4; MEX-5 binding: 2.3; MCL1-BIM inh: -9; CIT2 TOR yeast: 107[may fluoresce green]; AGP1 TOR yeast: 108[may fluoresce green]; BCLXL inh: 1; CR mimetic SO: 99; VLA-4 inh: 14
